RGS7-Gao reg – human RGS7-Galphao interaction regulation | Multiplexed bead flow cytometry, RGS7-Galphao binding; actives lie on both sides | binding response (% of control), % at 10 µM | actives 0.35% (n = 220,000) | AID 1439; in the data active = binding response below about 49% or above about 150%; inconclusive = no clear call, values can overlap the other calls; inactive = in between;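 also: fluorescent Galphao held in activated GDP-AlF4 state binding bead-coupled RGS7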
Target sequence (P09471 whole entry, looked up): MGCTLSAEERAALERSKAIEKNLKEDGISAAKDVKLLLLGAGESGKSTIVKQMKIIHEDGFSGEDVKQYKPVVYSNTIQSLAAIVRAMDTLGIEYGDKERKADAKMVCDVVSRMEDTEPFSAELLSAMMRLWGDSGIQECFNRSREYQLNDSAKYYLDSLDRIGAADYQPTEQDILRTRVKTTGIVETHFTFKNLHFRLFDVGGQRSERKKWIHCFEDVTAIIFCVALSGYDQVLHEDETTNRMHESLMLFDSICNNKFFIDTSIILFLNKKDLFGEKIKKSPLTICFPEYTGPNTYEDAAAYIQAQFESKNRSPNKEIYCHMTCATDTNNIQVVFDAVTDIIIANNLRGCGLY
ABCB1 inh – inhibitors of human ABCB1 transporter, ABCG2 counter-screen; actives 0.067% (n = 190,000); inhibition, % at 6.6 µM; P08183; CCRF-Adr cells, JC-1 efflux, flow cytometry; in the data active = inhibition above about 40%;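 also: 0% = vehicle and 100% = reference inhibitor; higher value means more JC-1 retained so stronger ABCB1 efflux block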
Bcl-XL Bim block – inhibitors of Bim-Bcl-XL interaction, human. Q07817. Bim peptide-Bcl-XL binding, bead flow cytometry, fluorescence. inhibition, % at 10 µM. actives 0.04% (n = 190,000). AID 1007
Target sequence (Q07817 whole entry, looked up): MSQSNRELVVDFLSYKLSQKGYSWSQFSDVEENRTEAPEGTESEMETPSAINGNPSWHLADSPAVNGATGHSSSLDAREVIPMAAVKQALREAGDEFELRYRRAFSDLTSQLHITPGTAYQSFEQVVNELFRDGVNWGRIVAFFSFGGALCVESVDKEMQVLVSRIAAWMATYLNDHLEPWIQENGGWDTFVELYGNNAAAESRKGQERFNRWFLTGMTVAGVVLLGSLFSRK
ABCG2 inh – blocks JC-1 efflux by human ABCG2 transporter; Q9UNQ0; IgMXP3 cells, flow cytometry; inhibition, % at 6.6 µM; actives 0.1% (n = 190,000); AID 1325;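 active = inhibition above 80%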;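 also: 0% = DMSO and 100% = nicardipine control wells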
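Test system: IgMXP3 (ABCG2) plus far-red-tagged CCRF-Adr (ABCB1) cells / Amount: 3 million cells/mL in well / Reagent: JC-1 transporter substrate / Timing: 10 min compound exposure, 25 °C / Signal: flow cytometry, 530 nm JC-1 signal / Read-out: percent efflux inhibition, scaled nicardipine 100% to DMSO 0% / Benchmarks: nicardipine as high control, DMSO as low control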
RGS4-Gao reg – human RGS4-Galphao interaction regulation; P09471; Multiplexed bead flow cytometry, RGS4-Galphao binding; actives lie on both sides; binding response (% of control), % at 10 µM; actives 0.33% (n = 220,000); in the data active = binding response below about 49% or above about 150%; inactive = in between;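 also: fluorescent Galphao activated with aluminum fluoride binding bead-coupled RGS4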
Bim-Bcl-2 – human Bim-Bcl-2 interaction inhibition; Bead-based flow cytometry, Bim peptide-Bcl-2 binding; actives 0.06% (n = 190,000); inhibition, % at 10 µM; AID 950; in the data active = inhibition above about 40%; inconclusive = no clear call, values can overlap the other calls;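 also: 0% = no compound wells with probe peptide and 100% = reference peptide inhibitor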
Bim-Bcl-W – disrupts Bim peptide binding to human Bcl-W; Q92843; bead-based flow cytometry; inhibition, % at 10 µM; actives 0.02% (n = 190,000); AID 952;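 also: 0% = bound tracer without compound and 100% = peptide blocker; higher means less fluorescent Bim peptide bound to Bcl-W beads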
Target sequence (Q92843 whole entry, looked up): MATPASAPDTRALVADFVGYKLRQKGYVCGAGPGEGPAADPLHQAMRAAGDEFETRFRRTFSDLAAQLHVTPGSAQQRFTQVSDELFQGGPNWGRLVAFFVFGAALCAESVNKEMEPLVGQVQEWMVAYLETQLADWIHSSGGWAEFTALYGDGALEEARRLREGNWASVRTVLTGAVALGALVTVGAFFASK
RGS8-Gao reg – regulators of human RGS8-Galphao interaction. multiplexed bead flow cytometry, RGS8-Galphao binding; actives lie on both sides. AID 1423. P09471. response (percent of control binding), % at 10 µM. actives 0.34% (n = 220,000); in the data active = response below about 60% or above about 140%; inactive = in between;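 also: Galphao activated as the GDP aluminium fluoride complex binding bead-coupled RGS8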
Bim-Bfl-1 – human Bim-Bfl-1 interaction inhibition; Q16548; Bead-based flow cytometry, Bim-Bfl-1 binding inhibition; inhibition, % at 10 µM; actives 0.12% (n = 190,000); AID 1008;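 also: 0% = wells without compound plus tracer and 100% = blocker peptide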
GSH fluor – GSH bead compound fluorescence profile. GSH beads flow cytometry, compound fluorescence 488/530 nm; active compounds read high. fluorescence (KMESF) at 10 µM. actives 0.25% (n = 190,000). AID 1776; in the data active = fluorescence above about 89;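 also: glutathione beads carrying GST-tagged Bcl family fusion proteins plus one bare bead set; values are compound well signal with DMSO vehicle wells as background; inactives centre near 16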
Bcl-B Bim block – disrupts Bim peptide binding to human Bcl-B; inhibition, % at 10 µM; bead-based flow cytometry; actives 0.073% (n = 190,000); AID 951; Q9HD36;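 also: 0% = tracer peptide without compound and 100% = reference inhibitor peptide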
Target sequence (Q9HD36 whole entry, looked up): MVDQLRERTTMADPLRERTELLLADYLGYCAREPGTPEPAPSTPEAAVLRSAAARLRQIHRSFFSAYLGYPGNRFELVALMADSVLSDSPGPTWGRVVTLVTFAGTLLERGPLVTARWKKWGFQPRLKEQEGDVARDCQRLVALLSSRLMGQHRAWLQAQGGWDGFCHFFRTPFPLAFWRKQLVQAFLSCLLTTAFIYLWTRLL
* = called active by the depositor; ? = inconclusive. Rule as the data show it, unless noted: active = inhibition above about 40%.

Start of the listing, in advance, 2 compounds:
SMILES	RGS7-Gao reg	ABCB1 inh	Bcl-XL Bim block	ABCG2 inh	RGS4-Gao reg	Bim-Bcl-2	Bim-Bcl-W	RGS8-Gao reg	Bim-Bfl-1	GSH fluor	Bcl-B Bim block
O=c1oc2ccccc2c(NCCc2ccccc2)c1[N+](=O)[O-]	99	0.2	-8	4	98	0	-6	103	-2	13	-5
N/C(=N\OC(=O)c1cc(Cl)ccc1Cl)c1ccccn1	99	-0.5	-6	-1	101	-6	-3	102	-7	10	-8

Main list, from the start:
SMILES	RGS7-Gao reg	ABCB1 inh	Bcl-XL Bim block	ABCG2 inh	RGS4-Gao reg	Bim-Bcl-2	Bim-Bcl-W	RGS8-Gao reg	Bim-Bfl-1	GSH fluor	Bcl-B Bim block
O=c1oc2ccccc2c(NCCc2ccccc2)c1[N+](=O)[O-]	99	0.2	-8	4	98	0	-6	103	-2	13	-5
N/C(=N\OC(=O)c1cc(Cl)ccc1Cl)c1ccccn1	99	-0.5	-6	-1	101	-6	-3	102	-7	10	-8
O=C(/C=C/c1cccc(Cl)c1)NCCN1CCOCC1	99	1.6	-6	4	100	-4	-5	101	-3	12	-5
CCOc1ccc(S(=O)(=O)N2CCOCC2)cc1[N+](=O)[O-]	104	0.8	0	2	101	-1	0	99	-4	20	0
COc1cc(C(=O)Nc2ccc(S(=O)(=O)NC(C)(C)C)cc2)cc(OC)c1OC	100	0.9	0	6	111	-2	-2	106	-1	10	-2
CCOC(=O)c1ccc(NC(=O)Cn2nnc(-c3ccc(C)cc3)n2)cc1	99	0.0	-6	1	98	-8	2	102	-8	9	-8
COC(=O)C1=C(O)/C(=C\c2cc(C)n(-c3ccccc3C)c2C)N=C1C	103	0.8	1	5	107	-8	4	101	-9	47	-5
CC(C)C(NS(=O)(=O)c1ccc2c(c1)oc(=O)n2C)C(=O)N1CCN(Cc2ccccc2)CC1 (stereo not drawn)	92	0.6	-4	1	101	-15	-2	103	-9	29	-7
CC(=O)Nc1ccc(S(=O)(=O)Nc2nnc(C(C)(C)C)s2)cc1	101	0.6	-2	2	103	-3	5	102	-8	64	-10
CCN1C(=O)c2ccccc2S(=O)c2ccc(C(=O)NCc3ccccn3)cc21 (stereo not drawn)	100	0.0	-2	-1	103	-4	3	107	-4	24	1
CCS(=O)(=O)N1CCCC(C(=O)NCC2CCCO2)C1 (stereo not drawn)	94	0.8	-5	6	100	-6	0	102	-13	14	-7
O=C(CSc1ccccc1)N[C@@H](Cc1ccccc1)C(=O)O	78	0.9	-1	2	86	-1	1	97	-6	21	-1
CCCC(=O)NC(c1cccs1)c1cc([N+](=O)[O-])c2cccnc2c1O (stereo not drawn)	92	-1.2	-5	-8	97	-2	6	99	33	9	-6
N#CCCN(CCC#N)C(=O)COc1ccc(Cl)cc1Cl	97	0.5	-8	11	99	-6	0	100	-19	21	-10
Cc1occc1C(=O)Nc1c(F)cc(F)cc1Br	104	0.5	-11	-1	101	-10	-3	101	-14	33	-13
O=C(CSc1ncccn1)NCc1cccs1	136	0.3	-5	1	107	-4	-4	106	-6	25	-7
O=C(NC12CC3CC(CC(C3)C1)C2)c1ccccc1	103	1.0	-2	12	102	-1	2	101	-4	29	-4
CCOc1ccc(N2CC(=O)SC2=S)cc1	105	-0.1	-3	0	104	-7	-1	105	-12	16	-7
O=C(Nc1ncnc2sc3c(c12)CCCCC3)c1ccccc1	101	0.5	-15	2	104	-6	-1	104	-11	33	-6
COc1ccc(-n2nc(C(=O)NCC(=O)N3CCN(c4ccccn4)CC3)c3ccccc3c2=O)cc1OC	?	15	-1	13	99	-2	0	100	-5	10	-2
Cn1c(-c2ccco2)nc2cc3ccccc3cc21	95	0.2	-4	3	96	-5	0	97	4	4	-4
COc1ccccc1Nc1nnc(SCC(=O)N2CC(=O)Nc3ccccc32)s1	102	0.2	6	46	100	4	5	96	0	13	4
Cc1ccc2[nH]c3c(c2c1)CN(C(=O)CN1CCN(c2cccc(C)c2C)CC1)CC3	100	0.4	-5	2	99	-5	5	100	-8	52	-4
COc1ccc(NC(=O)CSc2ncn[nH]2)c([N+](=O)[O-])c1	103	0.6	-7	3	102	-8	-2	102	-14	26	-11
CCOC(=O)c1c(NC(=O)/C=C/c2ccc3c(c2)OCO3)sc(C)c1C	103	-0.4	-1	0	104	-2	0	107	0	18	-1
Cc1cc(C)n2nc(-c3ccccc3)cc2n1	103	-0.3	-5	4	101	-3	0	105	-3	11	-4
COc1cc(Cl)c(S(=O)(=O)N2CCOCC2)cc1Cl	86	0.2	-5	2	81	-2	4	90	-13	10	-8
O=c1c2ccccc2nc(CSc2ncnc3nc[nH]c23)n1-c1cccc(C(F)(F)F)c1	96	0.5	-5	7	98	-14	0	98	-11	11	-10
COc1cccc(CNC(=O)CCC2CCCN(C(=O)c3ccoc3)C2)c1 (stereo not drawn)	119	0.2	-7	9	116	-4	-4	112	-5	14	-9
COCc1cc(C)nc2sc(C(=O)N3CCCCC3)c(N)c12	99	0.1	-5	1	97	-11	1	98	-7	10	-12
CCOC(=O)C1(CC2CCCCO2)CCN(Cc2cn[nH]c2-c2cccc(F)c2)CC1 (stereo not drawn)	106	0.4	-5	0	105	1	-3	97	2	9	-1
O=C(CCCSc1nc2ccccc2[nH]1)NCc1ccccc1F	102	1.1	-3	4	101	-4	-3	103	-8	15	-6
COc1ccc2c(c1)CCc1cc(C(=O)N3CCN(c4ccc(N5CCOCC5)nn4)CC3)sc1-2	95	3.4	-3	3	99	-4	2	101	-5	23	-6
Cc1ccc(-n2c(=O)[nH]cc(C(=O)Nc3ccc4c(c3)OCCO4)c2=O)cc1C	102	0.0	-3	0	101	0	-1	102	0	23	0
COC(=O)COc1ccc(S(=O)(=O)NCCC2=CCCCC2)cc1Cl	100	0.7	-1	4	97	-2	0	99	-10	22	-7
O=C(OCC(=O)C12CC3CC(CC(C3)C1)C2)c1cccnc1	104	0.1	-16	1	104	-2	-16	106	-5	10	-4
O=S(=O)(CCc1nnc(-c2ccccc2)o1)c1ccc2ccccc2c1	96	3.0	-2	22	100	-5	-1	99	-8	22	-7
O=C(NCCCN1CCOCC1)c1ccc(Br)s1	95	0.7	-8	4	99	-7	-4	101	-8	27	-7
O=C1C=C(NCc2ccc(Cl)c(Cl)c2)CC1	101	0.1	-2	0	101	-2	-2	103	-4	53	-3
CC(C)(C)NC(=O)CN(c1cccc([N+](=O)[O-])c1)S(=O)(=O)c1ccccc1	97	0.9	-1	2	97	-1	-1	98	-2	8	-4
CNCC(O)COc1ccccc1 (stereo not drawn)	97	-0.1	-11	9	100	-9	-1	100	-17	33	-8
Cc1ccc(N(Cc2cc(=O)[nH]c3ccccc23)C(=O)c2ccco2)cc1	93	1.1	-1	2	92	1	-4	96	0	50	-1
Cc1ccc2c(c1)C(c1ccc(F)cc1)N(C(=O)c1cc3ccccc3oc1=O)CC(=O)N2 (stereo not drawn)	95	2.2	-3	20	96	-4	-4	90	-3	14	-8
C#CCSc1nnc(-c2c[nH]c3ccccc23)n1C	97	0.5	-8	9	101	-7	-7	102	-8	14	-9
O=[N+]([O-])c1cccc(S(=O)(=O)c2ccc(N3CCCCC3)c([N+](=O)[O-])c2)c1	107	0.7	-10	2	101	-7	-8	100	-11	16	-10
CC1=C(C)/C(=N/OC(=O)c2cccc([N+](=O)[O-])c2)C=CC1=O	107	0.2	1	0	95	7	2	99	8	18	0
CN(C(=O)c1ccc(C#N)cc1)c1nnc(-c2ccccn2)s1	103	0.0	4	2	102	14	4	101	5	22	2
O=C(Nc1cccnc1)c1ccc(CN2CCc3ccccc3C2)cc1	101	0.3	-3	1	103	-5	1	101	-10	15	-7
Cc1ccc(Sc2nnc(Cc3ccccc3)c3ccccc23)cc1	95	0.8	1	4	100	-2	0	100	-9	79	-4
CC(=O)c1cc(C#N)c(N2CCCC2)nc1C	?	0.6	-4	23	99	0	0	101	-7	14	-3

13 entries from above, with two lines to a compound.
Fields – RGS7-Gao reg	ABCB1 inh	Bcl-XL Bim block	ABCG2 inh	RGS4-Gao reg	Bim-Bcl-2	Bim-Bcl-W	RGS8-Gao reg	Bim-Bfl-1	GSH fluor	Bcl-B Bim block
- O=C(NCCCN1CCOCC1)c1ccc(Br)s1
  95	0.7	-8	4	99	-7	-4	101	-8	27	-7
- O=C1C=C(NCc2ccc(Cl)c(Cl)c2)CC1
  101	0.1	-2	0	101	-2	-2	103	-4	53	-3
- CC(C)(C)NC(=O)CN(c1cccc([N+](=O)[O-])c1)S(=O)(=O)c1ccccc1
  97	0.9	-1	2	97	-1	-1	98	-2	8	-4
- CNCC(O)COc1ccccc1 (stereo not drawn)
  97	-0.1	-11	9	100	-9	-1	100	-17	33	-8
- Cc1ccc(N(Cc2cc(=O)[nH]c3ccccc23)C(=O)c2ccco2)cc1
  93	1.1	-1	2	92	1	-4	96	0	50	-1
- Cc1ccc2c(c1)C(c1ccc(F)cc1)N(C(=O)c1cc3ccccc3oc1=O)CC(=O)N2 (stereo not drawn)
  95	2.2	-3	20	96	-4	-4	90	-3	14	-8
- C#CCSc1nnc(-c2c[nH]c3ccccc23)n1C
  97	0.5	-8	9	101	-7	-7	102	-8	14	-9
- O=[N+]([O-])c1cccc(S(=O)(=O)c2ccc(N3CCCCC3)c([N+](=O)[O-])c2)c1
  107	0.7	-10	2	101	-7	-8	100	-11	16	-10
- CC1=C(C)/C(=N/OC(=O)c2cccc([N+](=O)[O-])c2)C=CC1=O
  107	0.2	1	0	95	7	2	99	8	18	0
- CN(C(=O)c1ccc(C#N)cc1)c1nnc(-c2ccccn2)s1
  103	0.0	4	2	102	14	4	101	5	22	2
- O=C(Nc1cccnc1)c1ccc(CN2CCc3ccccc3C2)cc1
  101	0.3	-3	1	103	-5	1	101	-10	15	-7
- Cc1ccc(Sc2nnc(Cc3ccccc3)c3ccccc23)cc1
  95	0.8	1	4	100	-2	0	100	-9	79	-4
- CC(=O)c1cc(C#N)c(N2CCCC2)nc1C
  ?	0.6	-4	23	99	0	0	101	-7	14	-3

Source: PubChem
